# TRPN1 ag: zebrafish TRPN1 channel agonists, primary screen, cell-based, HEK293, calcium fluorescence; activation, % at 3 µM; transient receptor potential cation channel N1 (TRPN1/NompC), Danio rerio; AID 1424, 2008; hit rate 0.18% among 220,000; HEK293 zebrafish TRPN1-YFP, Fluo-8 calcium fluorescence; 100% = response to 87 µM carbachol;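 active = activation above its plate's cutoff, the mean activation of test wells on that plate plus 3 SD, cut at about 19% in these data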;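 also: 0% = DMSO alone and 100% = 87 µM carbachol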
#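 System: zebrafish TRPN1-YFP in HEK293 cells / Dosing: 3 µM single point / Timing: dye loading 1 h at 37 °C, then 30 min room temperature / Signal: Fluo-8 calcium fluorescence, excitation 470-495 nm, emission 515-575 nm / Read-out basis: percent activation from peak over basal fluorescence ratio, control-normalized / Control set: high carbachol 87 µM, low DMSO alone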
# Calpain2 inh: inhibitors of pig calpain II, primary screen, biochemical, fluorogenic peptide substrate, 1536-well | purified calpain II, 30 min | hit rate 0.37% among 220,000 | inhibition, % at 16 µM;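 active = inhibition above about 50%, limit read from the data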
# EP2 mod: EP2 receptor modulators, cAMP readout, primary screen, cell-based, HTRF cAMP, PGE2 stimulation | Prostaglandin E2 receptor EP2 subtype (Homo sapiens), P43116 | EP2-expressing cells, cAMP HTRF FRET, PGE2 co-stimulation | induction, % at 25 µM | hit rate 0.83% among 260,000 | AID 940, 2007;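 active = compounds whose cAMP rise, as percent of the full-agonist control response, exceeds 60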;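 also: rat C6 glioma line stably carrying human EP2 under a CMV promoter; the protocol text gives 20 µM as final concentration; 100% = response of wells given 1 µM PGE2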
# TRPML3 agonist: human TRPML3 channel agonists, primary screen, cell-based, HEK293 TRPML3-YFP, Fluo-8 calcium fluorescence, 3 µM | Mucolipin-3 (Homo sapiens), Q8TDD5 | 100% = the carbachol control signal | activation, % at 3 µM | hit rate 0.29% among 220,000 | AID 1448, 2008;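 active = activation above its plate's cutoff, the mean activation of the plate's test wells plus 3 SD, cut at about 12% in these data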;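 also: 0% = DMSO only wells and 100% = carbachol wells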
# Target sequence (Q8TDD5 whole entry, looked up): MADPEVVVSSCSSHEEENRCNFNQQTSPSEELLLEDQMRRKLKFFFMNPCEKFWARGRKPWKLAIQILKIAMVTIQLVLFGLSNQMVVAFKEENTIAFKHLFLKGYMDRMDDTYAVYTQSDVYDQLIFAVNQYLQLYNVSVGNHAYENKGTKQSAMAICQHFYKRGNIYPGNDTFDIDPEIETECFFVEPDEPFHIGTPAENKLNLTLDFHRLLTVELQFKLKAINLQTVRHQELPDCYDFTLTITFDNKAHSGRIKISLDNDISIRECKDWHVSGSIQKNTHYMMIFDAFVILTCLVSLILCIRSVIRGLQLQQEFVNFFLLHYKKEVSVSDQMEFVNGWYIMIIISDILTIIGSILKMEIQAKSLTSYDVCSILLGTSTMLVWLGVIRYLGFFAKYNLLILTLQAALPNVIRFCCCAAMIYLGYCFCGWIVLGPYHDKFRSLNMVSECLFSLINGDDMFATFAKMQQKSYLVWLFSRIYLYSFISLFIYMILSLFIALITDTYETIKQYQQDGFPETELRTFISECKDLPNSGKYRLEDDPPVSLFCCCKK
#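 system = HEK293 cells stably carrying human TRPML3-YFP | doses = one concentration, 3 µM nominal, 0.3% DMSO | timing = dye loading 1 h 37 °C then 30 min ambient, 125 s read | detection = Fluo-8 calcium dye fluorescence, ex 470-495, em 515-575 nm | benchmarks = high control carbachol 87 µM, low control DMSO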
# S1P4 antag: S1P4 receptor antagonists, primary screen, cell-based; S1P4-expressing cells, antagonist mode, reporter read-out; hit rate 0.26% among 220,000; AID 1510, 2009; inhibition, % at 4.98 µM; in the data active = inhibition above about 29%;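 also: 0% = wells stimulated with agonist and 100% = vehicle wells without agonist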
# Target sequence (O95977 whole entry, looked up): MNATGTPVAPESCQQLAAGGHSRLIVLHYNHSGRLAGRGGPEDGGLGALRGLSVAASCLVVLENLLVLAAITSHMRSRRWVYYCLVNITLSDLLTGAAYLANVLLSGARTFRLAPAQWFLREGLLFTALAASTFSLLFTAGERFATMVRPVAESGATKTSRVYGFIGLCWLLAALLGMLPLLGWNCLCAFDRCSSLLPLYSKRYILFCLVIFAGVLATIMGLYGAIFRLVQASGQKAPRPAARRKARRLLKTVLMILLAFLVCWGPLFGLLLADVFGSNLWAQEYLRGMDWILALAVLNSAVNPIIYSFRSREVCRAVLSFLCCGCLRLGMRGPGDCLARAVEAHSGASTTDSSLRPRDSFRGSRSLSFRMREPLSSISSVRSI
# Ba/F3 V617F tox: reduced viability of JAK2V617F-dependent Ba/F3 cells, primary screen, JAK2V617F inhibitor project, cell-based, Ba/F3 EpoR-JAK2V617F, luminescence | ATP luminescence | inhibition, % at 5.6 µM | hit rate 1.1% among 220,000 | AID 1446, 2008;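 active = inhibition above the campaign mean plus 3 SD over all tested compounds, cut at about 24% in these data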;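 also: cytokine-independent growth of Ba/F3 cells driven by EpoR plus mutant JAK2; 0% = DMSO-treated cells and 100% = JAK inhibitor I control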
# S1P4 ag: S1P4 receptor agonists, primary screen, cell-based; Sphingosine 1-phosphate receptor 4 (Homo sapiens), O95977; S1P4-expressing cell line, agonist reporter assay; activation, % at 4.98 µM; hit rate 0.35% among 220,000; AID 1509, 2009; in the data active = activation above about 11%;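 also: 0% = DMSO vehicle and 100% = reference agonist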
# PERK inh: block of dimerizer-induced PERK translation repression, primary screen, PERK inhibitor project, CHO PERK-DD cells, SEAP luminescence, HTS | CHO PERK-DD fusion, SEAP luminescence translation reporter | inhibition, % at 5.6 µM | hit rate 0.17% among 220,000;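 active = inhibition above the mean inhibition of all tested compounds plus 3 SD, set separately per screening campaign, cut at about 2.9% in these data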;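 also: PERK kinase domain activated by AP20187 dimerizer at 100 nM; 0% = DMSO with dimerizer and 100% = rapamycin at 8.4 µM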
# BaF3 tox: parental Ba/F3 cell viability inhibition, counter-screen for JAK2V617F inhibitor project, murine pro-B, CellTiter-Glo luminescence; inhibition, % at 5.6 µM; AID 1486, 2009; CellTiter-Glo ATP luminescence; hit rate 1.1% among 220,000;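 active = inhibition above a per-campaign cutoff, the mean inhibition of all tested compounds plus 3 SD, cut at about 27% in these data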;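 also: 0% = DMSO wells and 100% = JAK Inhibitor I control wells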
# Numbers without * were called inactive; & = joins results of further samples.
# Values run as follows: TRPN1 ag	Calpain2 inh	EP2 mod	TRPML3 agonist	S1P4 antag	Ba/F3 V617F tox	S1P4 ag	PERK inh	BaF3 tox
COc1ccc(/C=C2\CCC/C(=C\C=N\N(C)C)C2=O)cc1
→ 0.1	-13.9	5.7	0.8	27.4	-2.8	0.9	0.8	1.7
COC(=O)COc1cccc(NC(=O)c2cccs2)c1
→ 1.9	-6.8	-44.8&-62.2	1.1	-28.4	-2.4	0.7	1.4	6.0
O=C(C1CCC(C(=O)N2CCCCC2)CC1)N1CCCCC1 (centres undefined)
→ -0.5	14.2	-3.0	1.0	-6.0	-1.8	2.8	-0.5	2.6
CC(C)Oc1cccc(C(=O)NC(=S)Nc2ccc(Cl)c(C(=O)O)c2)c1
→ 1.5	2.3	12.4	0.7	1.2	-2.6	1.1	2.7	0.8
CC(CNC(=O)CCc1nnc(CCC2CCCCC2)o1)c1ccccc1 (centres undefined)
→ -0.5	2.9	-2.2	0.0	7.1	-1.9	0.1	1.1	0.9
C=CCn1c(C2CCCCC2)n[nH]c1=S
→ 2.6	-20.3	20.0	1.1	-11.2	0.2	0.0	0.6	2.1
Cc1ccc(Nc2ccccc2)nn1
→ -0.5	7.7	19.9	0.6	5.0	-2.4	-1.4	0.8	-0.1
O=[N+]([O-])c1ccccc1/C=N/n1c(COc2ccccc2)n[nH]c1=S
→ -1.0	-2.1	-23.9	-1.5	14.7	-1.8	-1.1	0.3	-0.7
O=C1c2cccc3cccc(c23)C(=O)N1OS(=O)(=O)c1ccc(Cl)cc1
→ 0.8	-211.1	26.2	0.9	-6.5	0.1	0.4	1.1	6.0
CC1(C(=O)O)CCC(C(=O)Nc2ccc3ccccc3c2)C1(C)C (centres undefined)
→ 0.4	-14.8	2.0	0.9	3.1	4.7	0.2	-0.5	5.2
CSc1nc(NC(C)C)nc(N2CCOCC2)n1
→ -0.8	14.4	-0.1	0.4	-4.8	0.7	2.5	1.0	0.3
COc1ccc(/C=N/NC(=O)c2ccoc2C)cc1COc1c(C)cccc1C
→ 6.5	-13.1	1.7	2.6	-15.9	0.3	1.3	-1.1	-2.5
Cc1ccc2nc(C)cc(Nc3ccc([N+](=O)[O-])cc3)c2c1
→ 0.0	-20.2	-33.1	-0.3	4.5	37.5*	-1.3	0.1	4.2
CC(=O)C1=C(C)OC(N)=C(C#N)C1c1cccnc1 (centres undefined)
→ 0.0	-11.7	11.6	1.5	-3.3	-0.1	-0.3	1.0	4.9
O=C(c1cccnc1)N1CCCc2ccccc21
→ 1.0	-26.4	15.3	0.0	2.0	4.9	1.5	0.1	2.6
Cn1cnc2c(N/N=C/c3cccs3)ncnc21
→ 0.7	1.9	-1.0	4.7	9.9	2.0	-0.5	0.6	-0.7
O=C(Nc1ccc2c(c1)OCO2)C(c1ccccc1)N1CCN(C(=O)c2ccco2)CC1 (centres undefined)
→ 0.3	30.9	-4.4	0.4	-9.1	-2.7	0.3	0.1	2.9
Cc1ccc(-n2c(=O)c3sccc3n(CC(=O)N3CCCC3)c2=O)cc1
→ -0.3	8.6	-9.8	0.1	-18.4	1.2	3.2	-0.2	3.1
NS(=O)(=O)c1ccc(NC(=S)N2CCN(S(=O)(=O)c3ccc(F)cc3)CC2)cc1
→ 0.0	-17.4	-11.7	0.7	-10.8	-6.3	1.2	-0.2	1.9
CC(C)(C)NC(=O)COC(=O)c1ccc(S(=O)(=O)N2CCCC2)cc1
→ 0.0	-17.7	-3.8	1.3	-19.2	0.6	1.8	1.5	3.6

# 3 compounds drawn at random from those above, as already listed:
# Values run as follows: TRPN1 ag	Calpain2 inh	EP2 mod	TRPML3 agonist	S1P4 antag	Ba/F3 V617F tox	S1P4 ag	PERK inh	BaF3 tox
COc1ccc(/C=C2\CCC/C(=C\C=N\N(C)C)C2=O)cc1
→ 0.1	-13.9	5.7	0.8	27.4	-2.8	0.9	0.8	1.7
NS(=O)(=O)c1ccc(NC(=S)N2CCN(S(=O)(=O)c3ccc(F)cc3)CC2)cc1
→ 0.0	-17.4	-11.7	0.7	-10.8	-6.3	1.2	-0.2	1.9
CC(C)(C)NC(=O)COC(=O)c1ccc(S(=O)(=O)N2CCCC2)cc1
→ 0.0	-17.7	-3.8	1.3	-19.2	0.6	1.8	1.5	3.6

# Remaining list, next part
# Values run as follows: TRPN1 ag	Calpain2 inh	EP2 mod	TRPML3 agonist	S1P4 antag	Ba/F3 V617F tox	S1P4 ag	PERK inh	BaF3 tox
COc1cc(OC)cc(C(=O)NC(=S)Nc2ccc(N3CCCC3)cc2)c1
→ -1.0	33.7	-28.5	-0.2	-15.2	4.2	-1.2	-0.8	3.8
O=C(Nc1nnc(-c2ccco2)o1)c1cccc2ccccc12
→ 2.7	7.9	19.3	0.1	-8.7	-1.8	-0.2	1.0	6.9
CCOC(=O)c1cc(-c2csc(COc3ccccc3Cl)n2)on1
→ -0.6	14.4	-63.5	0.5	-13.5	2.8	0.1	1.3	-5.0
COc1cc(C2NC(=O)C(C#N)=C(S)N2c2ccccc2)ccc1OC(C)C (centres undefined)
→ -0.8	-34.0	5.3&22.0	0.6	-8.6	-3.3	1.3	0.4	-1.3
COc1cc(NS(=O)(=O)c2ccc(C)c(C)c2)c(OC)cc1Cl
→ -2.6	1.1	-1.6	-0.6	-8.9	2.2	-0.7	-1.5	7.4
Cc1cc(Cl)ccc1OCCCC(=O)N1CCCc2ccccc21
→ -0.5	14.7	36.5	-0.1	8.7	2.5	-3.2	-0.1	4.3
Cc1cc(C)cc(N(C(=O)CCC(=O)Nc2cc(C)on2)C(C(=O)NC2CCCC2)c2ccco2)c1 (centres undefined)
→ -1.1	42.3	11.4	0.3	9.4	1.7	-0.2	0.7	5.5
Nc1ccc(-c2nc3cc(N)ccc3n2CCO)cc1
→ 1.6	-332.5	-20.1	0.2	-9.4	6.0	-0.3	1.4	-6.3
CN1C(=O)C(O)(CC(=O)c2ccccn2)c2cc(Br)ccc21 (centres undefined)
→ 2.1	0.4	2.2	0.0	-6.3	1.1	-0.4	0.3	8.6
Cc1cc(C)nc(NC(=S)Nc2ccc(F)cc2F)c1
→ 0.0	-20.7	23.4	0.8	-5.8	1.1	0.7	-0.1	1.8
O=C(Nc1ccccc1C1CC1)c1cccs1
→ 0.0	-12.9	15.1	-0.1	7.5	1.0	0.0	0.9	7.8
Nc1nnc(C(c2ccccc2)c2ccccc2)s1
→ -0.8	8.2	13.9	-0.5	-5.5	4.0	1.0	-0.6	6.6
CCOC(=O)c1cc(C)n(CCc2ccccc2)c1C
→ -2.6	1.4	29.1	0.9	-2.8	-2.5	-4.1	-0.4	0.0
Cc1nc2c(cc1C(=O)N/N=C/c1ccc(O)c(O)c1)c(=O)n(C)c(=O)n2C
→ 0.1	-3.5	28.1	0.1	-3.5	-3.8	0.0	0.4	4.8
Cc1cnc(NC(=O)Cn2cnc3c2c(=O)n(C)c(=O)n3C)s1
→ 3.6	-12.1	-13.8	1.1	0.2	-4.3	2.2	1.1	-3.5
COCCc1nnc(NC(=O)C(C)C)s1
→ 0.6	-8.2	28.1	0.9	14.9	-2.9	0.1	2.1	-2.9
Fc1ccc(OCc2nn3c(Cn4nnc5ccccc54)nnc3s2)cc1
→ 0.9	-11.0	-4.7	0.4	-31.6	-1.0	1.2	-0.1	5.5
COc1ccc(Br)cc1/C=N/NC(=O)c1ccco1
→ 0.7	16.9	-11.7	0.4	8.1	2.8	1.9	-0.1	3.4
CCCCCNC(=O)c1ccc2c(=O)[nH]c3c(C(=O)NCC4CCCO4)sc(=S)n3c2c1 (centres undefined)
→ 0.3	-10.2	-22.9	0.2	3.3	-1.4	-1.7	1.2	2.6
COC(=O)C1=C(C)N(CCc2c[nH]c3ccc(OC)cc23)C(=O)C1
→ 0.4	21.0	-36.2	0.4	-5.3	-0.6	-1.4	2.4	6.9
O=C(c1ccco1)N(Cc1cccc([N+](=O)[O-])c1)c1ccc(Br)cc1
→ -1.8	51.7*	66.0*	-1.3	-3.3	1.8	-0.6	1.3	4.1
Cc1nnsc1C(=O)Nc1ccc(Cl)cc1Cl
→ -0.4	-0.7	3.5	-0.6	-9.6	-2.2	0.1	0.6	5.2
CN(C)c1ccc(C2N(c3ccc(F)cc3)C(=O)C3CCCN32)cc1 (centres undefined)
→ 1.2	-0.2	1.8	0.8	-18.0	-1.8	-0.7	1.1	3.7
CCN1CCN(C(=O)c2cc(S(=O)(=O)Nc3ccc(S(C)(=O)=O)cc3)ccc2Cl)CC1
→ 2.2	-11.9	9.3	0.1	-15.5	0.6	1.2	0.0	7.8
CCOC(=O)Nc1ccc(C)cc1NC(=O)OCC
→ -0.5	-13.5	34.5	0.6	-14.8	0.2	1.4	0.3	1.4
O=C(CCCSc1nc2ccccc2[nH]1)NC1=NCCS1
→ 0.7	-3.5	-4.0	0.9	1.2	0.5	0.1	-0.3	5.2
Cc1ccc2oc(-c3cccc(NC(=O)Cc4cccs4)c3)nc2c1
→ 1.8	3.5	-20.2	0.3	-13.1	0.7	1.5	1.1	4.1
CCOc1ccccc1N1CCN(Cc2cnc(-c3ccccc3)[nH]2)CC1
→ 1.0	-25.0	27.4	0.5	-13.2	1.6	0.6	-1.7	-2.2
C=CCn1c(-c2cccc([N+](=O)[O-])c2)n[nH]c1=S
→ 2.9	-32.3	23.7	0.6	-10.3	-1.2	0.9	0.8	7.7
O=C(CSc1ccc2nnc(-c3ccc(Cl)cc3)n2n1)N1CCCc2ccccc21
→ 0.7	-30.6	-9.3	0.7	1.6	-1.6	3.5	0.2	8.0
CCOC(=O)C1CNc2cc(S(=O)(=O)CC)ccc2O1 (centres undefined)
→ 2.0	35.0	7.0	0.5	-2.3	4.1	-0.9	0.7	2.9
Cc1cc(C)n(CC(=O)O)c(=O)c1[N+](=O)[O-]
→ -1.2	18.1	21.5	0.5	4.7	-1.9	0.6	1.1	-2.1
CCOC(=O)N1CCN(C(=O)CSc2nc(-c3cccc(C)c3)ns2)CC1
→ 0.5	11.0	-4.7	-0.5	-20.6	3.0	0.7	-1.9	4.5
Cc1nc(-c2ccccc2)cc(N2CCCC2)n1
→ -0.4	-44.4	11.8	-0.2	1.9	-0.9	0.9	-0.2	0.4
CC1(C)Cc2cccc(C(=O)Nc3ccc(Cl)cc3)c2O1
→ -0.1	6.8	49.4	-0.6	-0.3	1.9	0.5	-2.0	-1.4
CC(=O)Nc1ccc(NC(=O)C2CCCN2/C=C/C(=O)C(F)(F)F)cc1 (centres undefined)
→ 0.8	12.8	22.2	1.3	-2.1	-2.2	0.4	2.5	6.2
